Screening results deposited in PubChem BioAssay by Sanford-Burnham Center for Chemical Genomics.
hIAP activ: human IAP activation; activation factor at 10 µM; hit rate 0.16% among 330,000; purified human IAP, CDP-Star luminescence, 30 min; hits give high values; 1 = vehicle-only enzyme, 0 = enzyme-free background;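 active = activation factor of the enzyme at least 2-fold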; note: the source names both 10 and 20 µM as test concentration; values of inactives mirror those of a sister screen read the other way
ATG4B inhibitor: inhibitors of human ATG4B cysteine protease. Q9Y4P1. ATG4B cleavage of LC3-PLA2, NBD-HPC fluorescence, 1 h. inhibition, % at 8.33 µM. hit rate 0.51% among 340,000; in the data active = inhibition above about 40%
APOBEC3A inh: human APOBEC3A DNA deaminase inhibition. P31941. recombinant A3A, FAM/TAMRA ssDNA deamination fluorescence. inhibition, % at 20 µM. hit rate 0.41% among 330,000. AID 493011;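 active = at least 40% inhibition at 20 µM here, with at most 30% in a related deaminase screen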;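 note: plate controls were A3A with DMSO for no effect and wells lacking A3A enzyme for full effect; some results filed as inactive read as strong as hits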
hIAP inh: blocks human intestinal alkaline phosphatase; purified IAP, CDP-Star luminescence, 30 min; inhibition, % at 10 µM; hit rate 0.12% among 330,000;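 active = inhibition reaching a set limit with compound at 10 µM in the primary screen, cut at about 35% in these data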;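 note: plate controls were DMSO wells with enzyme for no effect and no-enzyme buffer wells for full effect; values of inactives mirror those of a sister screen read the other way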
mIAP activ: increases mouse intestinal alkaline phosphatase activity. muIAP, CDP-Star luminescence, 30 min; hits give high values; 1 = vehicle-only enzyme signal, 0 = enzyme-free wells. activation factor at 10 µM. hit rate 0.24% among 330,000. AID 2805;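 active = activation factor of at least 2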; note: the source names both 10 and 20 µM as test concentration; values of inactives mirror those of a sister screen read the other way
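Assay system: mouse IAP enzyme; Reagent: CDP-Star chemiluminescent phosphatase substrate; Compound: DMSO-dissolved test compounds; Incubation: 30 min, room temperature; Technique: luminescence from enzymatic CDP-Star hydrolysis; Controls: DMSO-only wells and no-enzyme negative control.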
HKDC1 inh: HKDC1 (human) hexokinase inhibition | hit rate 0.16% among 340,000 | recombinant HKDC1, G6PDH/diaphorase resazurin coupled fluorescence | AID 493160 | inhibition, % at 20 µM;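 active = inhibition above about 35% when tested at 20 µM, limit read from the data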;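 note: plate controls were DMSO wells with enzyme for no effect and DMSO wells lacking enzyme for full effect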
Target sequence (Q2TB90 whole entry, looked up): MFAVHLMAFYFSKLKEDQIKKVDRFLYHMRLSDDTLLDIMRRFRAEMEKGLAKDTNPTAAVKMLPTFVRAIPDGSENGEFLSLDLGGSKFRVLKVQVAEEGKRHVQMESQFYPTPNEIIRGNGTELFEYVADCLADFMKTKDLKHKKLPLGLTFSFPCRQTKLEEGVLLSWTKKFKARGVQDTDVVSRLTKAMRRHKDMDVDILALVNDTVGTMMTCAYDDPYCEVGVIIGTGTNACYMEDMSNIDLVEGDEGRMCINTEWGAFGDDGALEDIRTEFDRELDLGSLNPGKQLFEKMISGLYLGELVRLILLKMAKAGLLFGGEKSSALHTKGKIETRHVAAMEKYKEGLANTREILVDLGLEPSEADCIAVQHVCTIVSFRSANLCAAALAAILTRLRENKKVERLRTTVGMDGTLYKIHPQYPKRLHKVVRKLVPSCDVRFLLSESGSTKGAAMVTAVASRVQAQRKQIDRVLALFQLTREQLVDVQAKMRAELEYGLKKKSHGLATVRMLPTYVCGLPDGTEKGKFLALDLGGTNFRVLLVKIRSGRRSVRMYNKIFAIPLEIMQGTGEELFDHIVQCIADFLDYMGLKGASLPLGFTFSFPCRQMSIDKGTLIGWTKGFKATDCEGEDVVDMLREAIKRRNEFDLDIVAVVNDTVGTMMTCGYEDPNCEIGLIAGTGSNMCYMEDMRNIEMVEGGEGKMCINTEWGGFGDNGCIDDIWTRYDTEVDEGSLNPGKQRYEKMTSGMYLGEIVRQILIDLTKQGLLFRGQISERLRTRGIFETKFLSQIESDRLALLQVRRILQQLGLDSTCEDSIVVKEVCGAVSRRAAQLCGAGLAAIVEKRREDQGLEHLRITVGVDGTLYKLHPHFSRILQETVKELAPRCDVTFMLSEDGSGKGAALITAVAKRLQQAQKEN
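Assay system: in-house recombinant HK5 (HKDC1) enzyme. Input: HKDC1 at 5 µg/mL. Medium: Tris pH 8.0 buffer with MgCl2, Tween-20, BSA, BME. Dosing: single 20 µM dose. Schedule: 90 min reaction incubation at room temperature, dark. Signal: resazurin-to-resorufin fluorescence via G6PDH and diaphorase coupling, 525/613 nm. Controls: DMSO-enzyme wells negative, buffer-substituted wells positive.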
mIAP inh: blocks mouse intestinal alkaline phosphatase; hit rate 0.2% among 330,000; inhibition, % at 10 µM; AID 2806; purified mouse IAP, CDP-Star luminescence, 30 min;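 active = inhibition of at least 40% at 10 µM in the primary screen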;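 note: plate controls were DMSO with enzyme for no effect and no enzyme wells for full effect; values of inactives mirror those of a sister screen read the other way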
PfGluPho inh: PfG6PD (Plasmodium falciparum) enzyme inhibition. hit rate 0.78% among 350,000. PfGluPho enzyme, NADPH resazurin-diaphorase fluorescence. inhibition, % at 20 µM;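 active = inhibition reaching at least a set limit at 20 µM in the primary screen, cut at about 59% in these data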;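 note: 0% = DMSO wells with substrate and 100% = DMSO wells lacking glucose-6-phosphate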
Active calls of the source: *.

SMILES	hIAP activ	ATG4B inhibitor	APOBEC3A inh	hIAP inh	mIAP activ	HKDC1 inh	mIAP inh	PfGluPho inh
COC(=O)C1=C(N)Oc2cc(C)n(CC3CCCO3)c(=O)c2C1c1ccc(Cl)cc1 (stereo not given)	1.11	-19.0	-4.1	-11.0	0.973	-1.6	2.7	5.3
CN1OC(Cn2cc(C#N)c(=O)n(C)c2=O)CC1c1ccccc1 (stereo not given)	1.02	-2.6	4.8	-2.0	1	-5.8	-0.5	-14.0
Cc1cc(NC(=O)c2cc([N+](=O)[O-])cc([N+](=O)[O-])c2C)no1	0.985	5.6	17.6	1.5	0.953	-5.8	4.7	-3.3
O=[N+]([O-])c1ccc(S(=O)(=O)Nc2nnc(C(F)(F)F)s2)cc1	1.09	7.4	1.5	-8.7	0.994	-1.5	0.6	14.2
O=C(CNC(=O)c1ccccc1F)NCc1cccnc1	0.987	0.1	-1.9	1.3	1.04	-3.0	-4.2	-3.1
O=C(c1ccccc1)N1CCC(CC2CC(c3ccc(Cl)cc3)=NO2)(C(=O)NCC2CCCCC2)CC1 (stereo not given)	0.74	-8.6	-6.3	26.0	1.27	-1.6	-27.5	9.0
COc1ccc(NC2CCCN(C(=O)CSc3ccccn3)C2)cc1OC (stereo not given)	1.3	7.8	-3.5	-30.2	0.904	10.6	9.6	43.1
CCCCOC(=O)c1ccc(Nc2ncnc3nc[nH]c23)cc1	1.53	-0.3	-4.3	-52.9	1.01	-4.7	-0.9	-5.9
O=C(COC(=O)c1ccc2ccccc2n1)Nc1cccc(S(=O)(=O)NC2=NCCCCC2)c1	1.29	-9.8	-0.5	-29.5	1.07	-11.7	-7.3	-8.5
CN(C(=O)CSc1nc(-c2ccccc2)cs1)C1CCS(=O)(=O)C1 (stereo not given)	0.897	4.6	0.3	10.3	1.05	4.4	-4.6	-13.1
COc1ccc(N2CCN(C(=S)Nc3cccc(C)c3)CC2)cc1	0.669	-6.2	2.9	33.1	0.927	-12.2	7.3	1.2
OCCN1CCN(CC(O)COCc2ccc3c(c2)OCO3)CC1 (stereo not given)	0.781	-2.6	0.5	21.9	0.974	-1.9	2.6	-5.0
C=CCc1c(C)nc(-c2ccccc2)nc1N/N=C(\C)c1ccc(N)cc1	1.19	-18.1	0.9	-19.4	1.01	1.6	-1.3	3.4
CCC(=O)c1ccc(OCc2ccc(C#N)cc2)cc1	1.09	-10.3	-2.6	-9.4	0.967	-4.2	3.3	1.0
Cc1ccc(C(CC(=O)O)NC(=O)c2ccc(S(=O)(=O)N3CC(C)OC(C)C3)cc2)cc1 (stereo not given)	0.942	-3.6	-0.1	5.8	0.989	4.2	1.1	-30.2
O=C(CN1CCN(Cc2ccccc2)CC1)Nc1ccc(Cl)cc1	0.866	-2.0	2.3	13.4	1.09	9.4	-9.2	0.6
CCN(C(=O)CN(C)Cc1cccc(Cl)c1Cl)c1c(N)n(Cc2ccccc2)c(=O)[nH]c1=O	1.12	-0.8	0.6	-12.5	1.07	-7.6	-7.1	3.0
CCc1nn(CCCC(=O)NCc2ccco2)c(=O)c2cc3occc3n12	1.32	-10.6	-6.8	-31.9	1.03	-4.8	-2.9	1.9
COc1cc(CNCc2cc(OC)c(OC)c(OC)c2)cc(OC)c1	1.22	8.3	-2.6	-21.6	1.12	3.9	-11.9	-15.8
CC1CCC2(CC1)NC(=O)N(CC(=O)NCc1ccc(Cl)cc1)C2=O (stereo not given)	1.01	-0.8	2.1	-0.9	0.994	5.0	0.6	-27.4
CC(=O)N1CCN(C(=O)CCC(=O)O)CC1	1.02	-12.1	2.7	-2.0	1.02	-3.0	-2.1	-11.0
CCOc1ccccc1NC(=O)CNS(=O)(=O)c1ccc2nc(C)sc2c1	0.931	-6.8	-2.9	6.9	1.05	-4.1	-5.0	3.0
NC(=O)NC(=O)COC(=O)CNS(=O)(=O)c1ccc(F)c(F)c1F	1.27	-4.1	3.5	-26.8	0.967	-2.9	3.3	-0.6
CC(=O)Nc1ccc(S(=O)(=O)NCCCc2ccccc2)cc1	1.04	-9.0	-2.8	-4.5	1.07	-5.1	-7.5	-9.9
Cc1ccccc1C(=O)N1CCC(C(=O)NC2CCCC2)CC1	0.915	-6.4	-1.7	8.5	0.991	-5.5	0.9	-6.2
CSc1ncccc1C(=O)NC1CCN(Cc2ccccc2)CC1	0.921	-7.9	-3.5	7.9	0.932	-3.0	6.8	-3.7
CCn1c(N2CCC(Cc3ccccc3)CC2)nc2c1c(=O)[nH]c(=O)n2C	1.09	-12.7	1.4	-8.9	1.04	-1.9	-4.1	1.8
C=C(Cl)COC(=O)C1C2C=CC(C2)C1C(=O)O (stereo not given)	1.05	-1.6	-0.8	-5.0	1.06	-0.9	-5.6	3.2
Cc1ccc(C(=O)OCCc2c(C)[nH]n(-c3ccccc3)c2=O)cc1	0.849	-11.7	-4.5	15.1	0.916	1.7	8.4	3.7
NC(=O)COC(=O)c1ccc2c(c1)C(=O)N(Cc1ccco1)C2=O	0.838	-5.9	2.0	16.2	1	-3.6	-0.4	-1.9
Cn1c(=O)n(Cc2ccc(F)cc2)c(=O)c2c1nc1n2CCN1Cc1ccco1	1.06	3.4	1.4	-5.9	1	-3.3	-0.4	-8.6
CC/C=C\[C@H](O)[C@H](O)C1=C(C)C(=O)[C@]2(O1)C(=O)N[C@@](OC)(C(=O)c1ccccc1)C2O (stereo not given in full)	1.03	-29.7	3.5	-2.7	0.935	2.3	6.5	12.3
CC(C)N1CCc2[nH]c(=S)[nH]c(=O)c2C1	0.986	2.9	-3.3	1.4	0.909	-2.6	9.1	-4.3
O=C(Nc1ccc(S(=O)(=O)N2CCCC2)cc1)c1ccc([N+](=O)[O-])o1	1.08	-6.0	2.1	-8.1	0.973	9.7	2.7	39.4
N#CC(C(=O)C12CC3CC(CC(C3)C1)C2)c1nc2ccccc2[nH]1 (stereo not given)	1.39	22.4	-1.5	-38.9	0.986	-2.8	1.4	2.7
CC1CCN(C(=O)Cn2nnc(-c3ccc([N+](=O)[O-])cc3)n2)CC1	1.37	-4.8	0.1	-37.2	0.941	-4.4	5.9	-2.4
COc1ccc(C)cc1NC(=O)C1CCN(S(=O)(=O)c2cccc3cccnc23)CC1	0.934	-3.4	-2.3	6.6	1.01	3.0	-0.7	-15.3
CC(C)C(c1nnnn1Cc1ccco1)N1CCC(C(N)=O)CC1 (stereo not given)	1.03	-6.7	0.9	-3.3	1.02	5.1	-1.6	24.9
COc1ccc(-c2cc(-c3cccs3)nc3sc(C#N)c(N)c23)cc1	0.912	-0.1	-2.8	8.8	1.02	10.8	-2.5	2.6
Cn1c2ccccc2c2cc(/C=N/NC(=O)c3ccccc3F)ccc21	1.26	-11.8	-0.5	-26.3	1	-2.5	-0.1	8.4
O=C(O)CCc1ccc(-c2ccc(F)cc2)n1Cc1ccco1	1.1	-0.5	-0.6	-9.6	1.02	0.1	-2.0	-12.0
O=C(Nc1ccc(S(=O)(=O)Nc2nccs2)cc1)c1ccc(F)c(S(=O)(=O)N2CCOCC2)c1	1.04	-2.7	0.6	-4.0	0.892	-1.1	10.8	-15.6
O=C(/C=C/c1ccccc1)NC(=S)Nc1ccc(CN2CCOCC2)cc1	0.928	-8.3	0.8	7.2	0.973	-2.7	2.7	8.4
CCC(C)(C(=O)NC1CCCCC1)N(CC1CCCO1)C(=O)Cc1cccs1 (stereo not given)	0.838	-6.8	4.9	16.2	1.05	-5.8	-4.7	-2.1
COc1ccc(N(CC(=O)Nc2ccc(S(=O)(=O)N3CCOCC3)cc2)S(=O)(=O)c2ccc(F)cc2)cc1	1.09	-8.8	-4.7	-9.4	1.26	21.5	-26.0	11.2
CCN1C(=O)/C(=C/N(C(C)=O)c2ccccc2)N(c2ccccc2)C1=S	1.01	5.2	1.6	-0.9	0.929	3.4	7.1	3.0
Cn1ncc(N=Cc2c(O)ccc3ccccc23)c1C(=O)Nc1cccc(Cl)c1	0.843	-1.6	-3.8	15.7	0.889	8.7	11.1	12.0
COCC(=O)Nc1ccc(N2CCN(c3ccccc3)CC2)c(F)c1	1.08	-1.9	2.7	-8.1	1.03	-1.9	-3.1	5.0
CC(C)(C)CN1CCN(Cc2nc(-c3ccc(F)cc3)cs2)CC1CCO (stereo not given)	1.18	-0.3	-4.1	-17.9	0.946	-5.8	5.4	10.3
CCOC(=O)Cn1c(=O)cc(C)c2ccccc21	0.967	-4.1	-3.7	3.3	0.976	3.1	2.4	-10.7

An excerpt from above with just mIAP inh:
| molecule | mIAP inh |
| --- | --- |
| CCN1C(=O)/C(=C/N(C(C)=O)c2ccccc2)N(c2ccccc2)C1=S | 7.1 |
| CCC(C)(C(=O)NC1CCCCC1)N(CC1CCCO1)C(=O)Cc1cccs1 (stereo not given) | -4.7 |
| COCC(=O)Nc1ccc(N2CCN(c3ccccc3)CC2)c(F)c1 | -3.1 |
| O=C(/C=C/c1ccccc1)NC(=S)Nc1ccc(CN2CCOCC2)cc1 | 2.7 |

Next section:
SMILES	hIAP activ	ATG4B inhibitor	APOBEC3A inh	hIAP inh	mIAP activ	HKDC1 inh	mIAP inh	PfGluPho inh
O=C(O)c1ccc(Nc2ncc([N+](=O)[O-])cc2[N+](=O)[O-])cc1	0.947	-7.4	1.1	5.3	0.873	-6.5	12.7	10.8
CN(CCCNC(=O)COc1cc(=O)n(C)c2ccccc12)Cc1ccccc1	1.26	-8.9	4.5	-26.0	1.09	-1.1	-8.6	1.7
CSc1ncccc1C(=O)OCC(=O)Nc1ccc(N2CCOCC2)cc1	1.07	-10.1	0.1	-6.7	0.987	0.1	1.3	6.7
COc1cccc(C(=O)NC(=S)Nn2cnnc2)c1OC	1.1	-6.3	23.7	-10.5	0.976	-3.4	2.4	29.8
O=C(NC1CCCCC1)n1c(=O)oc2ccccc21	0.84	14.3	-0.4	16.0	0.948	5.7	5.2	-17.9
CCOc1cc(NCc2ccccc2)c2ncn(C(C)C)c2c1	1.01	4.2	-4.0	-1.1	0.914	13.8	8.6	65.8*
O=C(O)c1ccc2c(c1)ncn2C1CCCC1	0.982	-6.1	22.0	1.8	1.16	-8.8	-16.3	7.2
C=CCNc1nc(Cl)nc(Nc2ccccc2)n1	0.956	4.4	15.1	4.4	1.03	-5.4	-3.3	-0.4
O=C1CC(c2ccco2)CC(O)=C1C=Nc1cc(Cl)ccc1O (stereo not given)	1.68	10.3	55.4*	-68.0	0.361	1.1	63.9*	-12.2
CCN(CC)S(=O)(=O)c1cc(NC(=O)Cc2ccsc2)ccc1C	0.949	-5.0	14.0	5.1	1.03	-1.9	-3.2	10.0
Cn1cc(CCC(=O)N2CCCC(C(=O)c3cccc4ccccc34)C2)cn1 (stereo not given)	1.05	1.7	-1.2	-4.6	0.966	-3.6	3.4	-3.6
Cc1ccc(-c2nc(CSCC(=O)N3CCOCC3)c(C)o2)cc1	1.03	-9.0	-1.2	-3.1	0.935	3.0	6.5	-18.8
CSc1ncccc1C(=O)Nc1nccs1	1.19	0.1	1.6	-18.6	0.98	-0.5	2.0	-1.0
COc1ccc(OC(=O)c2cc3ccccc3o2)cc1	1.07	-6.2	1.8	-6.6	1.09	4.0	-9.3	7.2
c1ccc(SCCOCCN2CCc3ccccc3C2)cc1	1.01	-4.0	-1.7	-1.1	1.03	-4.8	-3.3	3.4
